HMGR II inh = inhibitors of class II HMG-CoA reductase from Enterococcus faecalis; purified E. faecalis HMGR, NADPH absorbance 340 nm kinetic; inhibition, % at 10 µM; 190,000 compounds, 0.41% hits; AID 1066;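 active = inhibition above a set limit, the median over all tested compounds plus 3 SD, cut at about 9.5% in these data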;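 also: enzyme runs in reverse so mevalonate oxidation gives rising NADPH absorbance; 0% = complete reaction with DMSO and 100% = background rate lacking mevalonate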
PPARg SRC-3 ag = PPARgamma-driven SRC-3 recruitment agonism; P37231; biochemical PPARgamma/SRC-3 coactivator recruitment assay; activation, % at 8 µM; 200,000 compounds, 0.26% hits; in the data active = activation above about 23%;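 also: 0% = DMSO and 100% = reference agonist; some compounds past the cut are filed as inactive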
Target sequence (P37231 whole entry, looked up): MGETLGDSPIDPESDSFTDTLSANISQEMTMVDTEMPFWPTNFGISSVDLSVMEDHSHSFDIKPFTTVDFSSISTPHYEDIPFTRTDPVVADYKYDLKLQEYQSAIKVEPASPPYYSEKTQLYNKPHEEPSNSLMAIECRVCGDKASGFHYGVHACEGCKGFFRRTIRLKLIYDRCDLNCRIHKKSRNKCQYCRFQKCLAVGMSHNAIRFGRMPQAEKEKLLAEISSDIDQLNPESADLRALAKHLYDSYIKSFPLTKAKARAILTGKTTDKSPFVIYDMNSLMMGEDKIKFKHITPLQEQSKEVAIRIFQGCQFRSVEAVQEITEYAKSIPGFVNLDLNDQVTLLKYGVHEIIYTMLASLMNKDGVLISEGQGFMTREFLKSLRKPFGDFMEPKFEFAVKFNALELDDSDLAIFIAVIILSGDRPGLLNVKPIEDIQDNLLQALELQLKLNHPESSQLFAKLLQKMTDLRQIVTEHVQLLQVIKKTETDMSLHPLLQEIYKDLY
bIAP activator = increases bovine intestinal alkaline phosphatase activity | activation factor at 20 µM | 200,000 compounds, 0.17% hits | purified bovine IAP, CDP-star luminescence, 30 min; active compounds read high; fold of DMSO-control signal, blank-subtracted;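 active = activation factor of 2 or more at 20 µM, a signal rise over negative controls twice the positive control's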
PPARg SRC-2 ag = promotes SRC-2 coactivator recruitment by human PPARgamma; P37231; PPARgamma LBD-SRC-2 recruitment, biochemical; activation, % at 8 µM; 200,000 compounds, 0.34% hits; AID 1032; in the data active = activation above about 22%;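 also: 0% = vehicle and 100% = reference agonist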
TNAP inh hi DEA = inhibitors of human TNAP at high phosphate acceptor concentration. inhibition, % at 20 µM. P05186. 200,000 compounds, 0.03% hits. purified TNAP, CDP-star luminescence, 1 M DEA;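 active = over 50% inhibition of tissue-nonspecific alkaline phosphatase at 20 µM in the single-dose screen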;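 also: plate controls were DMSO wells for no effect and EDTA-quenched wells as full inhibition for full effect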
Target sequence (P05186 whole entry, looked up): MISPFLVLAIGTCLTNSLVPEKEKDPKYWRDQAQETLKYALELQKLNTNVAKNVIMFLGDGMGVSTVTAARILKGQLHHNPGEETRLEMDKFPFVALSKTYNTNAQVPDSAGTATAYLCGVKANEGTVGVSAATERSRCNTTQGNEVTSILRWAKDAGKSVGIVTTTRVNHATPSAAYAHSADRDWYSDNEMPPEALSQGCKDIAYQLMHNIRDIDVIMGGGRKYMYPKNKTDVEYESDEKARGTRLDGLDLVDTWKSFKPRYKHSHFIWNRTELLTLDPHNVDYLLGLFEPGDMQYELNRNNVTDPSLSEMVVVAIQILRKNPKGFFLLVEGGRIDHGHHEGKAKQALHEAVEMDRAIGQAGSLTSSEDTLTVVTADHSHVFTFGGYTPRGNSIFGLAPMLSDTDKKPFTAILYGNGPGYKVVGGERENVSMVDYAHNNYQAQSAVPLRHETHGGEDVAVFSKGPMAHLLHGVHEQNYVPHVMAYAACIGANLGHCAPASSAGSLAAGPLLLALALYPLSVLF
TNAP act hi DEA = increases human TNAP activity under high phosphate acceptor concentration; P05186; activation factor at 20 µM; 200,000 tested, under 10 active; purified TNAP, CDP-star luminescence, 1 M DEA, 30 min; active compounds read high; 0 = EDTA background, 1 = DMSO-only activity;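 active = activation factor at least 2 at 20 µM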
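Dosing: 20 µM single point. System: human TNAP. Amount: TNAP 1/800 final. Incubation: 30 min, room temperature. Read-out: TNAP activation factor scaled between EDTA and DMSO control wells. Signal: luminescence from CDP-star hydrolysis. Medium: 1 M DEA, pH 9.8, Mg2+, Zn2+. Control set: EDTA negative control, DMSO positive control.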
PPARg SRC1 recr = agonists of human PPARgamma SRC-1 coactivator recruitment; P37231; 200,000 compounds, 0.41% hits; activation, % at 8 µM; PPARgamma-SRC-1 coactivator recruitment biochemical assay; in the data active = activation above about 19%;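 also: 0% = DMSO and 100% = reference agonist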
SRC2 TRFRET art = flags TR-FRET format artefacts in PPARgamma SRC-2 recruitment agonist screen. TR-FRET ratio at 8 µM. TR-FRET artefact counter-screen; active compounds read high. AID 1049. 200,000 compounds, 0.4% hits; in the data active = TR-FRET ratio above about 2000; also: inactives centre near 1500
bIAP inhibitor = blocks bovine intestinal alkaline phosphatase activity; purified bovine IAP, CDP-star luminescence, 30 min; inhibition, % at 20 µM; 190,000 tested, under 10 active; AID 1019;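 active = over 50% inhibition of intestinal alkaline phosphatase at 20 µM in the single-dose screen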
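System: Purified bovine intestinal alkaline phosphatase (IAP) enzyme | Input: IAP diluted 1/65,000,000 in the well | Also added: CDP-star chemiluminescent phosphatase substrate, 30 µM final | Dosing: 20 µM single dose | Times: Enzyme reaction for 30 min at room temperature | Detection: Luminescence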
TNAP inh noacc = blocks human TNAP activity with no phosphate acceptor present; 200,000 compounds, 0.26% hits; purified TNAP, CDP-star luminescence, 30 min; AID 1012; inhibition, % at 20 µM;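 active = tissue-nonspecific alkaline phosphatase inhibition above about 50% at 20 µM in the single-dose screen, limit read from the data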;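 also: 0% = DMSO negative control and 100% = EDTA positive control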
* marks the source's active call; other numbers are inactive results; / = no result given.

SMILES	HMGR II inh	PPARg SRC-3 ag	bIAP activator	PPARg SRC-2 ag	TNAP inh hi DEA	TNAP act hi DEA	PPARg SRC1 recr	SRC2 TRFRET art	bIAP inhibitor	TNAP inh noacc
COc1cccc(N2CCN(CC(=O)NC(=O)NCc3ccco3)CC2)c1	-4	-1	0.7	4	3	1	7	1479	27	-5
COCCNC(=O)c1cccc(NS(=O)(=O)c2cccc3cccnc23)c1	-4	-6	1	-4	-3	1	6	1438	-2	-6
Cc1cnc2cc([N+](=O)[O-])ccc2n1	-2	3	0.8	-4	-6	1.1	1	1485	22	-11
Cc1cc(-c2ccccc2)nc(-c2ccccc2)c1C	1	0	0.8	0	-9	1.1	-2	1429	15	-9
COc1ccc(-c2csc(NC(=O)CN3C(=O)CCC3=O)n2)c(OC)c1	-4	0	1.1	2	-6	1.1	-6	1482	-9	-8
Cc1cc(S(=O)(=O)N2CCCC2)ccc1OCC(=O)NCc1ccco1	-5	-4	1	-3	-8	1.1	2	1513	0	-18
Cn1c(N)c(C(=O)COC(=O)C2CCC(C(C)(C)C)CC2)c(=O)n(C)c1=O (stereo not drawn)	-3	5	1.1	1	-2	1	-4	1463	-14	-2
O=C1c2ccccc2C(=O)N1CCc1c[nH]c2ccc(O)cc12	0	0	1	6	-9	1.1	9	1393	1	-12
CN1CCN(CCCNC(=O)c2ccc(Cn3c(=S)[nH]c4ccc(Br)cc4c3=O)cc2)CC1	-2	1	1.2	8	-4	1	5	1681	-16	-11
Cn1c(SCC(=O)N2CCOCC2)nnc1-c1ccccc1	1	0	0.9	14	3	1	-4	1547	6	-4
O=C(c1ccco1)N1CCN(CCCCOc2ccc(F)cc2)CC1	2	0	0.9	-1	1	1	4	1688	12	-2
CCOC(=O)N1CCN(C(=O)CNS(=O)(=O)c2cccs2)CC1	-9	-10	0.9	5	-4	1	4	1759	8	-9
Cc1ccc(CN(CC(=O)NC(C)(C)C)C(=O)CNC(=O)c2cccs2)cc1	1	-3	1.1	-3	-3	1	-9	1304	-6	-3
CN1C/C(=N\S(=O)(=O)c2ccccc2)N(C)C1=O	-3	-2	1.1	0	-1	1	0	1443	-6	-6
Cc1snc(S(=O)(=O)/C(C#N)=N\Nc2ccccc2)c1C#N	-3	-3	0.9	5	-2	1	4	1594	8	-2
CCc1ccc(C2C(C(=O)O)c3ccccc3C(=O)N2C)cc1 (stereo not drawn)	-5	1	0.9	4	-8	1.1	2	1571	6	-6
Cc1nc(NC(C)C(=O)O)c2nc(C)oc2n1 (stereo not drawn)	-2	17	1	6	-3	1	3	1709	5	-10
CCOc1ccc(-c2cc(CCCC(=O)NCCCOC)no2)cc1	-2	6	1	10	-6	1.1	11	1593	-4	-6
CC(=O)NC(CC(=O)NC(C)c1ccc(Cl)cc1Cl)c1ccccc1 (stereo not drawn)	-2	-3	1.2	-6	0	1	-2	1425	-20	-13
CC(C)Sc1nc(O)c(Cc2ccccc2)c(=O)[nH]1	1	-1	0.9	5	-4	1	4	1466	11	-6
NS(=O)(=O)c1ccc(NS(=O)(=O)c2ccc(NC(=O)c3ccc(-c4ccccc4)cc3)cc2)cc1	-3	-3	0.8	0	2	1	2	1535	15	-9
CC(NC(=O)CSC(=S)N(C)C)C12CC3CC(CC(C3)C1)C2 (stereo not drawn)	-3	-6	1	3	-4	1	11	1672	-1	-5
CC(=O)c1cccc(NC(=O)CCS(=O)(=O)c2cccc3nsnc23)c1	0	-8	0.8	-10	-6	1.1	-4	1324	15	4
O=C(CSc1ccc(-c2ccccn2)nn1)Nc1nccs1	-8	-4	1.1	-1	1	1	-4	1230	-7	2
COc1ccccc1Nc1ncnc2ccccc12	-6	-1	0.9	-2	-2	1	0	1577	7	-12

Entries of single compounds, looked up by structure.
CCOC(=O)N1CCN(C(=O)CNS(=O)(=O)c2cccs2)CC1 is entered as HMGR II inh = -9; PPARg SRC-3 ag = -10; bIAP activator = 0.9; PPARg SRC-2 ag = 5; TNAP inh hi DEA = -4; TNAP act hi DEA = 1; PPARg SRC1 recr = 4; SRC2 TRFRET art = 1759; bIAP inhibitor = 8; TNAP inh noacc = -9
COCCNC(=O)c1cccc(NS(=O)(=O)c2cccc3cccnc23)c1 is entered as HMGR II inh = -4; PPARg SRC-3 ag = -6; bIAP activator = 1; PPARg SRC-2 ag = -4; TNAP inh hi DEA = -3; TNAP act hi DEA = 1; PPARg SRC1 recr = 6; SRC2 TRFRET art = 1438; bIAP inhibitor = -2; TNAP inh noacc = -6

Among those listed so far, twelve have a carbonyl joined to an NH by a bond outside any ring.
SMILES	HMGR II inh	PPARg SRC-3 ag	bIAP activator	PPARg SRC-2 ag	TNAP inh hi DEA	TNAP act hi DEA	PPARg SRC1 recr	SRC2 TRFRET art	bIAP inhibitor	TNAP inh noacc
COc1cccc(N2CCN(CC(=O)NC(=O)NCc3ccco3)CC2)c1	-4	-1	0.7	4	3	1	7	1479	27	-5
COCCNC(=O)c1cccc(NS(=O)(=O)c2cccc3cccnc23)c1	-4	-6	1	-4	-3	1	6	1438	-2	-6
COc1ccc(-c2csc(NC(=O)CN3C(=O)CCC3=O)n2)c(OC)c1	-4	0	1.1	2	-6	1.1	-6	1482	-9	-8
Cc1cc(S(=O)(=O)N2CCCC2)ccc1OCC(=O)NCc1ccco1	-5	-4	1	-3	-8	1.1	2	1513	0	-18
CN1CCN(CCCNC(=O)c2ccc(Cn3c(=S)[nH]c4ccc(Br)cc4c3=O)cc2)CC1	-2	1	1.2	8	-4	1	5	1681	-16	-11
Cc1ccc(CN(CC(=O)NC(C)(C)C)C(=O)CNC(=O)c2cccs2)cc1	1	-3	1.1	-3	-3	1	-9	1304	-6	-3
CCOc1ccc(-c2cc(CCCC(=O)NCCCOC)no2)cc1	-2	6	1	10	-6	1.1	11	1593	-4	-6
CC(=O)NC(CC(=O)NC(C)c1ccc(Cl)cc1Cl)c1ccccc1 (stereo not drawn)	-2	-3	1.2	-6	0	1	-2	1425	-20	-13
NS(=O)(=O)c1ccc(NS(=O)(=O)c2ccc(NC(=O)c3ccc(-c4ccccc4)cc3)cc2)cc1	-3	-3	0.8	0	2	1	2	1535	15	-9
CC(NC(=O)CSC(=S)N(C)C)C12CC3CC(CC(C3)C1)C2 (stereo not drawn)	-3	-6	1	3	-4	1	11	1672	-1	-5
CC(=O)c1cccc(NC(=O)CCS(=O)(=O)c2cccc3nsnc23)c1	0	-8	0.8	-10	-6	1.1	-4	1324	15	4
O=C(CSc1ccc(-c2ccccn2)nn1)Nc1nccs1	-8	-4	1.1	-1	1	1	-4	1230	-7	2

The results go on:
SMILES	HMGR II inh	PPARg SRC-3 ag	bIAP activator	PPARg SRC-2 ag	TNAP inh hi DEA	TNAP act hi DEA	PPARg SRC1 recr	SRC2 TRFRET art	bIAP inhibitor	TNAP inh noacc
CCOC(=O)c1ccc2[nH]cc(C(C)=O)c(=O)c2c1	5	3	0.6	4	4	1	-1	1661	36	0
O=C(COC(=O)CC12CC3CC(CC(C3)C1)C2)Nc1ncc(Cl)cc1Cl	5	9	1	9	-7	1.1	-2	1538	5	-11
CN(C)c1ccc(N=Nc2ccccc2C(=O)OCC(=O)N(C)c2ccccc2)cc1	-10	-1	1.1	9	32	0.7	0	1555	-11	30
O=C(CCc1nnc(C2CCCCC2)o1)N1CCN(C2CCCCC2)CC1	-2	-1	1.3	0	2	1	1	1596	-26	1
CCOCCCNC(=S)N1CCN(CC)CC1	-2	-1	1	-4	-6	1.1	1	1368	1	-8
CCc1nnc(NC(=O)c2cccs2)s1	-4	6	0.8	5	-9	1.1	1	1600	16	-7
COc1ccc(C(=O)N2CCCC2)cc1S(=O)(=O)N1CCOCC1	0	2	1	-1	-2	1	-4	1484	0	-9
Cc1ccc(N2C(=O)c3oc4ccccc4c(=O)c3C2c2cccc(O)c2)nc1 (stereo not drawn)	/	12	/	5	/	/	11	1560	/	/
CCOC(=O)c1c(C)oc2c1C(=O)c1ccccc1C2=O	-1	1	1	1	0	1	4	1607	0	-29
O=C(C1=C[C@H](C2CCCCC2)C[C@H](OCCCCO)O1)N1CCOCC1	-5	2	1.2	1	-3	1	18	1744	-20	-6
CCOC(=O)CCNC(=O)Nc1ccc2nc(C)n(Cc3cccc(Cl)c3)c(=O)c2c1	-4	17	1	9	1	1	18	1989*	-5	0
Cc1c(Cl)cnc(NC(=O)COC(=O)c2cccc(S(=O)(=O)N3c4ccccc4CC3C)c2)c1Cl (stereo not drawn)	6	3	1.1	4	-3	1	-3	1554	-10	-2
Cc1cc(C)cc(N(CC(=O)NCc2ccco2)C(=O)c2snc(C(N)=O)c2N)c1	-2	-6	1	-4	-2	1	2	1376	2	-7
COc1ccc(Nc2nc(N3CCCC3)nc(N3CCCC3)n2)c(OC)c1	-2	0	1	3	-2	1	-7	1451	-1	-12
COc1ccc2cc(-c3csc(-c4cccnc4)n3)ccc2c1	1	9	0.9	13	-4	1	16	1704	8	-1
C=CCn1c(SCC(=O)Nc2cccc(C(=O)OC)c2)nnc1C(C)NC(=O)c1cccs1 (stereo not drawn)	-8	6	1	4	-1	1	-2	1512	2	-2
Cc1noc(/C=C/NCc2cccnc2)c1S(=O)(=O)N(C)CC(=O)N1CCc2ccccc21	-5	-4	1	7	-5	1.1	-4	1712	3	11
Cc1ccc(-c2cc(C(=O)NCC3CCCO3)no2)cc1 (stereo not drawn)	-2	9	1	-1	-7	1.1	-3	1437	3	-12
CCOc1ccc(-n2nc3ccc(NC(=O)c4ccc5c(c4)OCCO5)cc3n2)cc1	1	-5	0.9	4	0	1	-7	1365	7	-5
CC1Cc2ccccc2N1S(=O)(=O)c1cnc[nH]1 (stereo not drawn)	1	1	1	4	43	0.6	8	1558	5	40
CN(C)S(=O)(=O)c1ccc(Cl)c(NC(=O)CN2CCc3ccccc3C2)c1	-3	6	1	5	-6	1.1	2	1540	-4	-10
CCOc1ccc2c(C)c(C(=O)O)oc2c1OCC	-2	-4	0.9	17	-2	1	-1	1544	8	0
CC1(C)Cc2ccccc2C(=NCCCCCC(=O)O)N1	-3	4	1	16	-2	1	-1	1662	1	-6
CCCCCOP(=O)(c1ccccc1)c1ccccc1	-4	-4	1.1	4	-1	1	6	1460	-11	-15
Cc1cc(C)nc(Nc2n[nH]c(COc3ccccc3)n2)n1	-5	-2	1.3	2	-4	1	10	1516	-26	-104
O=C(c1ccc(COCC(F)(F)F)o1)N1CCCCCC1	-5	1	0.9	-6	-7	1.1	-2	1553	8	-15
O=C(Cc1ccccc1)N/N=C/c1ccccc1OCc1ccc(Cl)cc1	-3	-4	1	7	-4	1	4	1442	1	-18
